# High-throughput results: PubChem BioAssay, Sanford-Burnham Center for Chemical Genomics
# SENP8 block: SENP8 protease inhibitors, primary screen, biochemical, luminescence; Sentrin-specific protease 8 (Homo sapiens), Q96LD8; purified SENP8, Z-RLRGG-aminoluciferin cleavage; inhibition, % at 10 µM; 1.2% of 330,000 active; AID 2540, 2010
# Target sequence (Q96LD8 whole entry, looked up): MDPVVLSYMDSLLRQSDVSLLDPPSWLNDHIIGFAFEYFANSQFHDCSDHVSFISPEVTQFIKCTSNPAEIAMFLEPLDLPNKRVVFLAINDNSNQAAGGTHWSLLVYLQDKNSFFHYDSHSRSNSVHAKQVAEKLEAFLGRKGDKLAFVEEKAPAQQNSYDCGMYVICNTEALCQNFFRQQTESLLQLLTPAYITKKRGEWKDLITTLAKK
# Gli-Sufu antag: Gli-Sufu pathway antagonists, primary screen, luciferase luminescence, Sufu-KO-LIGHT cells, uHTS. Sufu-KO-LIGHT fibroblasts, Gli luciferase reporter luminescence. inhibition, % at 5 µM. 0.74% of 340,000 active. AID 588413, 2011;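 active means inhibition above about 55%, limit read from the data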;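 further: 0% = DMSO-treated cells and 100% = wells with medium but no cells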
# HKDC1 inh: HKDC1 hexokinase inhibitors, primary screen, biochemical, fluorescence, uHTS. AID 493160, 2011. inhibition, % at 20 µM. 0.16% of 340,000 active. recombinant HKDC1, G6PDH/diaphorase resazurin coupled fluorescence;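 active means inhibition above about 35% when tested at 20 µM, limit read from the data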;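 further: plate controls were DMSO wells with enzyme for no effect and DMSO wells lacking enzyme for full effect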
#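 Material: recombinant HKDC1 hexokinase; Amount: HKDC1 at 5 µg/mL; Medium: Tris pH 8.0 buffer with MgCl2, Tween-20, BSA, BME; Schedule: 90 min reaction incubation at room temperature, dark; Technique: coupled resazurin fluorescence, excitation 525 nm, emission 613 nm.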
# UBC13 polyUb: UBC13 polyubiquitin chain formation inhibitors, primary screen, biochemical, TR-FRET, uHTS; inhibition, % at 20 µM; 0.47% of 330,000 active; in the data active means inhibition above about 45%, passing the limit was not always enough
# Target sequence (P61088 whole entry, looked up): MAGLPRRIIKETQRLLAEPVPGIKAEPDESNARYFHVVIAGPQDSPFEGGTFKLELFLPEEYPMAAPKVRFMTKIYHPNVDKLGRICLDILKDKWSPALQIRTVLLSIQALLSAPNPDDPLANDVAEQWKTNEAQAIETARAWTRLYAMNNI
# Apaf1 inhib: inhibitors of human Apaf-1 apoptosome, primary screen, biochemical, DEVD-Rh110 fluorescence, uHTS | Apoptotic protease-activating factor 1 (Homo sapiens), O14727 | reconstituted apoptosome caspase-3 activity | inhibition, % at 20 µM | 0.71% of 330,000 active; active means inhibition of at least 40% at 20 µM;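 further: plate controls were DMSO wells for no effect and DEVD-CHO caspase inhibitor wells for full effect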
#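 Medium: Hepes buffer, pH 7.5 / System: biochemical Apaf-1 apoptosome reconstitution / Measured by: Rh110 fluorescence, excitation 480 nm, emission 540 nm / Times: compound with Apaf-1, dATP, procaspase-3 30 min, then 50 min reaction, room temperature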
# SENP7 block: SENP7 protease inhibitors, primary screen, biochemical, luminescence, uHTS. AID 434973, 2010. Sentrin-specific protease 7 (Homo sapiens), Q9BQF6. inhibition, % at 5 µM. 1.5% of 330,000 active. recombinant SENP7, Z-RLRGG-aminoluciferin luminescence, 40 min;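 active means inhibition above about 50% at the single test dose, limit read from the data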;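 further: plate controls were DMSO with enzyme for no effect and no enzyme buffer wells for full effect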
# Target sequence (Q9BQF6 706-1050 limits assumed): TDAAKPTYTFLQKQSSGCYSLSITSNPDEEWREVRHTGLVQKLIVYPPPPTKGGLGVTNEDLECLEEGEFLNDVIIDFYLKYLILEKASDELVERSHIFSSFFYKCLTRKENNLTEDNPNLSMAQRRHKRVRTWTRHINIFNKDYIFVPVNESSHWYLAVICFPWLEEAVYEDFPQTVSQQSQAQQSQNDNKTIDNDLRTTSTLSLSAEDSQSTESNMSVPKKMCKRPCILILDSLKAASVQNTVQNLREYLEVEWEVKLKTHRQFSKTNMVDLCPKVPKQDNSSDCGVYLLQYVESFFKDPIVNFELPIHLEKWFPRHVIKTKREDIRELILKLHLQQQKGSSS
# Jurkat NFkB inh: inhibitors of induced NF-kB luciferase reporter, primary screen, TCR NF-kB activation inhibitor project, cell-based, luminescence, uHTS | 0.53% of 330,000 active | Jurkat, PMA/ionomycin-induced NF-kB luciferase reporter | inhibition, % at 4 µM
# 697 NFkB inh: inhibitors of PMA/ionomycin-induced NF-kB reporter, 697 cells, primary screen, B-cell NF-kB inhibitor project, cell-based, luminescence, uHTS | 697 B-cell NF-kB luciferase reporter, 16 h | inhibition, % at 4 µM | 0.33% of 330,000 active | AID 435022, 2010; in the data active means inhibition above about 35%
# Active calls of the source: *; / = no result given. Unless noted, no stated cut-off is given here; in the data, active means inhibition above about 50%; inactive means the rest.
SMILES,SENP8 block,Gli-Sufu antag,HKDC1 inh,UBC13 polyUb,Apaf1 inhib,SENP7 block,Jurkat NFkB inh,697 NFkB inh
Cc1ccccc1CN1CCN(C(=O)CC(C)C)CC1,0,-13,1,-5,-9,1,6,3
COc1ccccc1N1CCN(S(=O)(=O)c2cn(C)cn2)CC1,-4,-12,-3,-5,-11,17,8,-15
COc1ccc(Cl)c2c1[nH]c1nc(SCc3cccnc3)nnc12,-18,5,0,-13,0,-3,0,15
COc1ccccc1C(=O)Nc1ccon1,-8,-5,-3,4,-9,0,-17,12
O=C(Nc1ccccc1NC(=O)c1c(F)cccc1F)c1c(F)cccc1F,-1,-15,-2,2,6,4,-10,3
COc1ccc(NC(=S)N2CCOCC2)c(OC)c1,-3,-5,7,4,2,4,3,-27
COc1ccccc1C(=O)NC(=S)Nc1ccc(NC(=O)c2cccs2)cc1,0,-97,14,11,-9,-5,12,-9
Cc1c(Br)c([N+](=O)[O-])nn1CC(=O)N1CCN(C23CC4CC(CC(C4)C2)C3)CC1,3,6,-1,-9,16,6,14,2
N#CCN1CCC(c2cc(-c3ccco3)n[nH]2)CC1,2,-3,-6,-4,9,10,7,18
CCOC(=O)c1oc2ccc(CNC3CCCCC3)c(Cl)c2c1C,-2,3,-7,12,6,-7,-7,-21
Cc1ccc(NC(=O)Cn2c(=O)n(Cc3ccco3)c(=O)c3ccccc32)c(C)c1,1,13,-2,-9,12,-9,6,-24
CN(C(=O)/C=C/c1ccccc1)C1CCCCC1,-10,-73,-3,2,0,0,-61,-105
CCCOc1ccc(C(=O)Nc2ccc(N3CCN(C(C)=O)CC3)cc2)cc1,-18,14,3,-14,6,-9,0,17
Cc1nn(CCCC(=O)Nc2cccnc2)c(C)c1[N+](=O)[O-],2,4,1,8,-12,2,12,9
Cc1cc(O)c(C(C)C)cc1N=C1CSC(=O)N1,-6,2,5,-2,-5,2,8,-5
Cc1cccc(OCC(=O)NCC(=O)N/N=C/c2ccc(O)cc2O)c1,-4,10,-40,6,-15,-1,19,7
CC1CN(C(=O)c2ccccc2Oc2ccccc2)CC(C)O1 (configuration not stated),-1,-13,-7,1,-14,-7,5,-1
COc1cccc(C(=O)N2CCN(C(=O)C3CCCO3)CC2)c1 (configuration not stated),-9,5,0,7,5,5,-3,29
COc1ccc2nc(SCC(=O)NC(C)C)[nH]c2c1,-7,0,1,-2,3,-7,-10,-4
Cc1c(NC(=O)C(C)OC(=O)CC2Sc3ccccc3NC2=O)c(=O)n(-c2ccccc2)n1C (configuration not stated),-8,3,-3,-8,-2,-4,-2,-22
NCCCC[C@@H](C(=O)N1CCNCC1)n1cc([C@@H](N)CO)nn1,3,4,-4,2,3,2,10,9
Cc1cc(C)nc(NS(=O)(=O)c2ccc(NC(=O)c3ccc(N4C(=O)CCC4=O)cc3)cc2)n1,-1,16,1,5,1,-1,5,8
Cc1ccc2c(C)c(C(=O)N(Cc3ccccc3)C3CCS(=O)(=O)C3)oc2c1 (configuration not stated),3,33,-2,4,23,3,7,-18
O=C(NCC(=O)N(c1cccnc1)C(C(=O)NC1CCCC1)c1cccs1)c1cccs1 (configuration not stated),-5,-9,-5,-13,0,0,-4,-30
NC(=O)CN(C/C=C/c1ccccc1)C/C=C/c1ccccc1,-6,7,-5,-10,14,-7,-10,-4

# 2 entries from above in a different format.
> NCCCC[C@@H](C(=O)N1CCNCC1)n1cc([C@@H](N)CO)nn1
  SENP8 block: 3; Gli-Sufu antag: 4; HKDC1 inh: -4; UBC13 polyUb: 2; Apaf1 inhib: 3; SENP7 block: 2; Jurkat NFkB inh: 10; 697 NFkB inh: 9
> Cc1cc(C)nc(NS(=O)(=O)c2ccc(NC(=O)c3ccc(N4C(=O)CCC4=O)cc3)cc2)n1
  SENP8 block: -1; Gli-Sufu antag: 16; HKDC1 inh: 1; UBC13 polyUb: 5; Apaf1 inhib: 1; SENP7 block: -1; Jurkat NFkB inh: 5; 697 NFkB inh: 8

# The listing picks up, starting 6 compounds before the break.
SMILES,SENP8 block,Gli-Sufu antag,HKDC1 inh,UBC13 polyUb,Apaf1 inhib,SENP7 block,Jurkat NFkB inh,697 NFkB inh
Cc1c(NC(=O)C(C)OC(=O)CC2Sc3ccccc3NC2=O)c(=O)n(-c2ccccc2)n1C (configuration not stated),-8,3,-3,-8,-2,-4,-2,-22
NCCCC[C@@H](C(=O)N1CCNCC1)n1cc([C@@H](N)CO)nn1,3,4,-4,2,3,2,10,9
Cc1cc(C)nc(NS(=O)(=O)c2ccc(NC(=O)c3ccc(N4C(=O)CCC4=O)cc3)cc2)n1,-1,16,1,5,1,-1,5,8
Cc1ccc2c(C)c(C(=O)N(Cc3ccccc3)C3CCS(=O)(=O)C3)oc2c1 (configuration not stated),3,33,-2,4,23,3,7,-18
O=C(NCC(=O)N(c1cccnc1)C(C(=O)NC1CCCC1)c1cccs1)c1cccs1 (configuration not stated),-5,-9,-5,-13,0,0,-4,-30
NC(=O)CN(C/C=C/c1ccccc1)C/C=C/c1ccccc1,-6,7,-5,-10,14,-7,-10,-4
O=C(CNC(=O)c1cccs1)Nc1ccncc1,2,-5,-6,2,3,1,16,15
COc1cccc(-c2cc3nc4c(c(NCC(C)(C)CN(C)C)n3n2)CCCC4)c1,-4,34,1,24,23,7,-69,-187
CCN(CC)CCC(c1cc(OC)c(OC)c(OC)c1)c1c(OC)cc(OC)c2ccc(=O)oc12 (configuration not stated),6,-4,3,6,-7,2,8,19
CC(C)NC(=O)[C@H](CSCc1ccccc1)N1Cc2ccccc2C1=O,2,4,-1,-2,3,-7,15,8
O=C(CN1C(=O)NC2(CCCCC2)C1=O)N1CCN(S(=O)(=O)c2cccc(F)c2)CC1,-1,-4,-6,-5,4,1,8,-19
Cc1ccc(C(=O)C2C(c3ccc(-c4ccccc4[N+](=O)[O-])o3)NC(=O)NC2(O)C(F)(F)F)cc1 (configuration not stated),15,3,9,-25,35,11,-6,24
Cn1c(C(=O)OC(C(=O)NCC2CCCO2)c2cccnc2)cc2sccc21 (configuration not stated),4,-13,-9,0,-13,5,-4,7
CCOC(=O)N1CCC(NC(=O)c2cc(C(=O)NCc3cccc(Cl)c3)ccc2CO)CC1,1,7,-6,5,13,-2,8,-44
Nc1cccc(/C=C/c2ccncc2)c1,-4,-17,-4,-1,0,9,-6,7
CCOC(=O)c1ccc(NC(=O)C2=C(C)Nc3nc(CCCO)nn3C2c2cccc(C)c2)cc1 (configuration not stated),-8,-3,-1,0,-2,16,-16,8
Cc1ccc(NC(=O)CSc2nc3[nH]c(=O)cc(O)c3s2)c(Br)c1,1,6,1,-20,11,1,3,9
Cc1ccc(C(=O)C(OC(=O)COc2ccccc2C)c2ccccc2)cc1 (configuration not stated),4,-1,2,-1,15,4,-6,5
Cc1cccc(OCC(=O)N2CCN(C(=O)Cc3ccccc3)CC2)c1,8,6,5,-8,-6,2,0,11
CCn1c(=O)cc(OCC(=O)NCCc2ccc(OC)c(OC)c2)c2ccccc21,7,-4,-8,-3,1,2,12,7
CCOCCn1c(=O)c2c(nc3n2CC(C)CN3Cc2ccccc2)n(C)c1=O (configuration not stated),-12,1,-4,1,11,4,5,-20
C[C@]12c3[nH]c4ccc(Cl)cc4c3CCN1C(=O)[C@@H](CC(=O)NCC13CC4CC(CC(C4)C1)C3)C[C@@H]2C(=O)N1CCOCC1,/,3,2,/,36,-7,/,10
COc1ccc(C)cc1NC(=O)CN1CCN(c2ccccc2F)CC1,-11,7,-3,-10,12,13,22,-16
CCOc1ccc(-c2nnn(CC(=O)c3ccc4c(c3)OCCO4)n2)cc1,-10,-6,-10,12,-6,2,5,22
CC(C)N(C(=O)CSc1nc2ccccc2n1Cc1ccc(F)cc1)C(C)C,-1,8,2,26,17,-4,13,-2
CNC(=O)COC(=O)c1cc(SC)ccc1Cl,-4,3,-3,-4,-7,2,17,12
c1ccc(SCc2nc3ccccc3[nH]2)cc1,13,-40,2,16,-20,28,-49,-39
CCOC(=O)C1=C(COC(=O)/C=C/c2ccc([N+](=O)[O-])cc2)NC(=O)NC1C (configuration not stated),-9,-17,1,-18,8,-8,2,9
CC(=O)Nc1ccc(S(=O)(=O)N2CCN(c3ccc([N+](=O)[O-])cc3)CC2)cc1,-8,17,-5,-8,4,-4,39,-4
CCc1nnc(NC(=O)CN2CCN(Cc3ccccc3C)CC2)s1,-12,20,-9,0,-6,10,-4,15
COc1ccccc1NC(=S)N(CCN(C)C)C(C)c1ccncc1 (configuration not stated),1,5,14,1,-10,1,11,0

# Later entries:
SMILES,SENP8 block,Gli-Sufu antag,HKDC1 inh,UBC13 polyUb,Apaf1 inhib,SENP7 block,Jurkat NFkB inh,697 NFkB inh
CC(NC(=O)Nc1ccccc1C(F)(F)F)C1CCCO1 (configuration not stated),-5,30,-8,-4,-2,-6,-13,10
COc1ccc(S(=O)(=O)N2CCN(Cc3ccc4c(c3)OCO4)CC2)c2ccccc12,2,3,10,-4,-1,5,7,4
Cc1cc(C)c(C#N)c(SCS(=O)Cc2ccccc2)n1 (configuration not stated),2,7,-2,5,-11,0,13,-7
COc1ccc(S(=O)(=O)N2CCOCC2)cc1NC(=O)CN1C(=O)NC(C)(C2CC2)C1=O (configuration not stated),5,-1,-5,2,-8,1,9,8
O=C(c1ccco1)N1CCN(Cc2nnc(-c3ccccc3)o2)CC1,3,5,1,9,-5,9,7,-3
CCc1ccccc1NC(=O)C1=CC(c2cccs2)=NS(=O)(=O)N1C,6,-8,-5,2,-2,-6,6,-16
CCCC(=O)NC(=S)Nc1cccc(Cl)c1N1CCCCC1,-8,-1,7,-10,18,-8,-3,-37
CC(=O)c1ccc(NC(=O)CN2CCC(C(=O)c3ccc(F)cc3)CC2)cc1,5,14,-1,1,2,6,7,3
CCC(c1ccccc1)c1nc(-c2cccnc2)no1 (configuration not stated),-10,-3,-6,-9,7,0,-13,-28
COc1ccc(C2/C=C\CN(C(=O)NC34CC5CC(CC(C5)C3)C4)CC(=O)N2Cc2ccc(F)cc2)cc1 (configuration not stated),-11,-4,1,-2,28,5,6,21
O=C(OCc1nnc(-c2ccccc2)o1)c1ccc(S(=O)(=O)NCc2ccco2)cc1,-14,-7,6,-13,12,-3,5,-16
Cc1noc(C)c1S(=O)(=O)N1CCN(c2ccc(Cl)cc2)CC1,-5,9,0,4,-2,4,4,-3
c1ccc2c(c1)nc(NCC1CCCO1)c1nnnn12 (configuration not stated),1,-12,-5,6,4,-3,-16,-13
CCC(=O)Nc1sc(C(=O)Nc2ccccc2)c(C)c1C(=O)OC,7,-84,-7,4,6,-4,-96,-86
CCC(=O)NC(O)C(=O)c1ccc(C)cc1 (configuration not stated),9,-24,-6,-5,3,2,0,9
Cc1cccc(NC(=S)N2CCC(N(C)CC3CCCO3)CC2)c1 (configuration not stated),-1,14,-6,18,-16,-8,3,20
COc1ccc(-c2cc(C(=O)N3CCCC(C(F)(F)F)C3)c3ccccc3n2)cc1 (configuration not stated),-3,-5,-1,32,11,-2,0,-5
O=C(CSc1nccc(=O)[nH]1)NCc1ccco1,-1,-2,0,1,2,8,1,16
COc1ccc(NC(=O)CN(C)C(=O)/C=C/c2cn(Cc3ccccc3)nc2-c2cccnc2)cc1,-4,-8,-4,-4,9,7,0,-21
CC(C)(C)C(=O)COC(=O)c1ccc2c(c1)C(=O)N(Cc1ccco1)C2=O,-7,1,5,2,10,6,-5,18
COc1ccc(NC(=O)c2cc(S(=O)(=O)N3CCCC3)cn2C)cc1Cl,5,-5,-1,7,-8,-1,2,17
